From PubChem BioAssay
AGP1-GFP MLPCN: modulators of AGP1-GFP expression in yeast TOR pathway, primary screen, cell-based, multiplex flow cytometry, S. cerevisiae, MLPCN library; 3 h; GFP as percent of DMSO wells; GFP response vs DMSO, % at 10 µM; 0.02% of 320,000 active;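 active means GFP response relative to DMSO above a set limit, near screen average plus 3 SD, cut at about 150% in these data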;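 further: median GFP channel fluorescence of the gated AGP1 strain per well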
AHR act: AHR activators, primary screen, cell-based, luminescence, luciferase reporter, human; Aryl hydrocarbon receptor (Homo sapiens), P35869; 2.5% of 320,000 active; AID 2796, 2010; AHR-responsive luciferase reporter cells; activation, % at 5 µM; in the data active means activation above about 47%;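 further: 0% = vehicle wells and 100% = reference agonist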
Target sequence (P35869 whole entry, looked up): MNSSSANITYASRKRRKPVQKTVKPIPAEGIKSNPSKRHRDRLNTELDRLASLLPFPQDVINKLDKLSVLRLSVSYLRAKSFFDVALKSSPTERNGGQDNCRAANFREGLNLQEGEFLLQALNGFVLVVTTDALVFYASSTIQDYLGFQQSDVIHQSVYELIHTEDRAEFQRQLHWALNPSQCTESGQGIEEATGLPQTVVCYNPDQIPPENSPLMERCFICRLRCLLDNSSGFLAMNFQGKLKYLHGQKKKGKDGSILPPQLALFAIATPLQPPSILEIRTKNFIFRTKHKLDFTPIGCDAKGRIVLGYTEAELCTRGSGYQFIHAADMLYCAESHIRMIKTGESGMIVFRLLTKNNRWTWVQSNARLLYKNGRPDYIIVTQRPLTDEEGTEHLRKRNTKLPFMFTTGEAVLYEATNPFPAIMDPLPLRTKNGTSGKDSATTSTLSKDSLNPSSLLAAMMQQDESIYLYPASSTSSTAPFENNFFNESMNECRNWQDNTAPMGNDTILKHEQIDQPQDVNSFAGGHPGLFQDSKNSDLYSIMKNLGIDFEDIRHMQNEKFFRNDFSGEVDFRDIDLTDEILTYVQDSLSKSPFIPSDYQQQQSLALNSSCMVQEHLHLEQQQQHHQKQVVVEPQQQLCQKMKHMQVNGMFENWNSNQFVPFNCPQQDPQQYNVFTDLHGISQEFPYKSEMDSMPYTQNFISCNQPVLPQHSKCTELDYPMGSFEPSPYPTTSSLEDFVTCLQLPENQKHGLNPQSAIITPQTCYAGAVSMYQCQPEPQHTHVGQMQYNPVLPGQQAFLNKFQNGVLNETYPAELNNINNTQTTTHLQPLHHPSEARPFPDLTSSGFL
procasp7 counter: procaspase-7 activators, primary screen, counter-screen for procaspase-3 activator project, biochemical, absorbance, HTS, human; AID 463210, 2010; 0.093% of 330,000 active; recombinant procaspase-7, Ac-DEVD-pNA absorbance 405 nm; D23A/D198A/D206A triple mutant, cannot self-cleave; scale: DMSO 0, 5 µM enzyme 100; Caspase-7 (Homo sapiens), P55210; activation, % at 8.5 µM;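 active means percent activation above the screen-wide mean plus 3 SD, cut at about 25% in these data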
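Assay system: Uncleavable procaspase-7 mutant enzyme / Input: 2 µM procaspase-7 mutant as dispensed / Dosing: single nominal 8.5 µM compound dose, 0.8% DMSO final / Timing: 1 h enzyme–compound preincubation and 2 h substrate reaction, both 25 °C / Detection: p-Nitroaniline absorbance at 405 nm, read at 0 and 120 min / Replication: singlicate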
MEP2-GFP yeast: modulators of MEP2-GFP levels in yeast, primary screen, S. cerevisiae, multiplex flow cytometry, MLPCN library; GFP response vs DMSO, % at 10 µM; S. cerevisiae MEP2-GFP strain, 3 h; 100% = DMSO control level; 0.51% of 330,000 active;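 active means GFP response versus DMSO above a set limit, roughly screen mean plus 3 SD, cut at about 180% in these data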;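 further: median GFP fluorescence of the barcode-gated MEP2-GFP cells per well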
CIT2 TOR yeast: modulators of CIT2-GFP expression in yeast, primary screen, S. cerevisiae, GFP fusion, multiplex flow cytometry, MLPCN library | S. cerevisiae CIT2-GFP strain, 3 h; 100 means same as DMSO wells | GFP response vs DMSO, % at 10 µM | 0.065% of 320,000 active | AID 2029, 2009;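 active means GFP response relative to DMSO above a set limit, near the screen mean plus 3 SD, cut at about 150% in these data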;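 further: ratio of well median GFP fluorescence to mean of DMSO wells on the plate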
RPL19A-GFP yeast: RPL19A-GFP expression modulators in yeast, primary screen, cell-based, S. cerevisiae, multiplex flow cytometry, MLPCN | S. cerevisiae RPL19A-GFP strain, 3 h; hits give low values | percent response vs DMSO, % at 10 µM | 0.3% of 330,000 active | AID 2025, 2009;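 active means percent response vs DMSO below 50%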;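 further: median channel GFP fluorescence of the barcoded RPL19A-GFP strain; ratio of sample median GFP to plate DMSO average so 100% = DMSO; lower means less RPL19A-GFP as with rapamycin TOR inhibition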
proCasp3 act: activators of human procaspase-3 D3A mutant, primary screen, biochemical, absorbance, PC-3 D3A mutant, single concentration; Caspase-3 (Homo sapiens), P42574; recombinant procaspase-3 D3A, Ac-DEVD-pNA absorbance 405 nm; activation, % at 8.5 µM; 0.11% of 330,000 active; AID 463141, 2010;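 active means activation above the mean of all tested compounds plus 3 SD, cut at about 21% in these data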;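 further: 0% = DMSO alone and 100% = DMSO wells spiked with extra 5 µM PC-3 D3A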
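Technique: 405 nm absorbance of p-nitroaniline, reads at 0 and 120 min; Test system: Procaspase-3 D3A mutant; Incubation: 1 h enzyme-compound preincubation, then 2 h substrate reaction, 25 °C; Repeats: singlicate, each compound tested once; Benchmarks: low control DMSO wells, high control DMSO plus 5 µM PC-3 D3A.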
LAP4-GFP MLPCN: modulators of LAP4-GFP expression in yeast, primary screen, S. cerevisiae, multiplex flow cytometry, MLPCN library; 3 h; median GFP as percent of DMSO wells; GFP response vs DMSO, % at 10 µM; 0.34% of 320,000 active; AID 2023, 2009;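 active means GFP response vs DMSO above a set limit, about the screen mean plus 3 SD, cut at about 150% in these data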
Active calls of the source: *. No enrichment for hits. About 3.5% of those tested had a hit in this group.

The opening 3 compounds as a preview:
Results for COc1ccc(CC(=O)Nc2ccccc2C(=O)N2CCOCC2)cc1OC ?
AGP1-GFP MLPCN: 94; AHR act: 1; procasp7 counter: 9; MEP2-GFP yeast: 103; CIT2 TOR yeast: 99; RPL19A-GFP yeast: 103; proCasp3 act: 4; LAP4-GFP MLPCN: 86

How did CCn1c(SCC(=O)NC(=O)NCc2ccco2)nnc1-c1cccs1 do in these assays?
AGP1-GFP MLPCN: 89; AHR act: 4; procasp7 counter: -8; MEP2-GFP yeast: 88; CIT2 TOR yeast: 86; RPL19A-GFP yeast: 92; proCasp3 act: -9

What do the screens show for `Cn1cc(CN2CCC(n3nccc3NC(=O)C3CCCC3)CC2)cn1`?
AGP1-GFP MLPCN: 90; MEP2-GFP yeast: 96; CIT2 TOR yeast: 105; RPL19A-GFP yeast: 107; LAP4-GFP MLPCN: 66

The whole of this part, previewed entries included:
Results for COc1ccc(CC(=O)Nc2ccccc2C(=O)N2CCOCC2)cc1OC ?
AGP1-GFP MLPCN: 94; AHR act: 1; procasp7 counter: 9; MEP2-GFP yeast: 103; CIT2 TOR yeast: 99; RPL19A-GFP yeast: 103; proCasp3 act: 4; LAP4-GFP MLPCN: 86

How did CCn1c(SCC(=O)NC(=O)NCc2ccco2)nnc1-c1cccs1 do in these assays?
AGP1-GFP MLPCN: 89; AHR act: 4; procasp7 counter: -8; MEP2-GFP yeast: 88; CIT2 TOR yeast: 86; RPL19A-GFP yeast: 92; proCasp3 act: -9

What do the screens show for `Cn1cc(CN2CCC(n3nccc3NC(=O)C3CCCC3)CC2)cn1`?
AGP1-GFP MLPCN: 90; MEP2-GFP yeast: 96; CIT2 TOR yeast: 105; RPL19A-GFP yeast: 107; LAP4-GFP MLPCN: 66

Results for COc1ccc2[nH]cc(S(=O)(=O)c3ccc(C)cc3)c2c1 ?
AGP1-GFP MLPCN: 92; AHR act: 1; procasp7 counter: 10; MEP2-GFP yeast: 94; CIT2 TOR yeast: 94; RPL19A-GFP yeast: 96; proCasp3 act: 0; LAP4-GFP MLPCN: 93

How did S=C(NCCc1ccccc1)N1CCN(Cc2ccccc2)CC1 do in these assays?
AGP1-GFP MLPCN: 103; AHR act: 0; procasp7 counter: -6; MEP2-GFP yeast: 100; CIT2 TOR yeast: 107; RPL19A-GFP yeast: 105; proCasp3 act: -4; LAP4-GFP MLPCN: 103

Results for C=CCn1c(SCC(=O)N(CCC)C2CCS(=O)(=O)C2)nnc1-c1ccccc1OC (stereo not drawn) ?
AGP1-GFP MLPCN: 102; AHR act: 10; procasp7 counter: 0; MEP2-GFP yeast: 96; CIT2 TOR yeast: 92; RPL19A-GFP yeast: 94; proCasp3 act: 0; LAP4-GFP MLPCN: 104

What do the screens show for `c1coc(CN=C2NC(=NCc3ccco3)c3ccccc32)c1`?
AGP1-GFP MLPCN: 95; AHR act: 0; procasp7 counter: -3; MEP2-GFP yeast: 99; CIT2 TOR yeast: 100; RPL19A-GFP yeast: 98; proCasp3 act: -5; LAP4-GFP MLPCN: 96

Results for Cc1ccc(-c2nc(CS(=O)CC(=O)NCc3ccco3)c(C)o2)cc1 (stereo not drawn) ?
AGP1-GFP MLPCN: 98; AHR act: 3; procasp7 counter: -2; MEP2-GFP yeast: 97; CIT2 TOR yeast: 90; RPL19A-GFP yeast: 96; proCasp3 act: -2; LAP4-GFP MLPCN: 110

What do the screens show for `CCOC(=O)c1cc2occc2n1CCCN1C(=O)c2ccccc2C1=O`?
AGP1-GFP MLPCN: 71; AHR act: 0; procasp7 counter: -7; MEP2-GFP yeast: 94; CIT2 TOR yeast: 63; RPL19A-GFP yeast: 103; proCasp3 act: 2; LAP4-GFP MLPCN: 100

Results for Cc1ccccc1-c1nn[nH]n1 ?
AGP1-GFP MLPCN: 99; AHR act: -4; procasp7 counter: 12; MEP2-GFP yeast: 92; RPL19A-GFP yeast: 104; proCasp3 act: 0; LAP4-GFP MLPCN: 104

What do the screens show for `Cc1cccc(NC(=O)c2ccc(C3SCC(=O)N3CCc3ccccc3)cc2)c1C` (stereo not drawn)?
AGP1-GFP MLPCN: 98; AHR act: -2; procasp7 counter: 6; MEP2-GFP yeast: 95; CIT2 TOR yeast: 84; RPL19A-GFP yeast: 92; proCasp3 act: 4; LAP4-GFP MLPCN: 110

Results for COc1ccc(OC)c(S(=O)(=O)Nc2ccc(-c3ccc4nncn4n3)cc2)c1 ?
AGP1-GFP MLPCN: 104; AHR act: 0; procasp7 counter: -5; MEP2-GFP yeast: 103; CIT2 TOR yeast: 105; RPL19A-GFP yeast: 98; proCasp3 act: -7; LAP4-GFP MLPCN: 101

What do the screens show for `N#Cc1cc(-c2ccccc2)oc1/N=C/c1ccccc1O`?
AHR act: 6; procasp7 counter: -12; MEP2-GFP yeast: 94; CIT2 TOR yeast: 88; RPL19A-GFP yeast: 97; proCasp3 act: -4; LAP4-GFP MLPCN: 103

How did COc1ccc2cc(CN(CC3CCCO3)C(=S)Nc3ccccc3)c(=O)[nH]c2c1 (stereo not drawn) do in these assays?
AGP1-GFP MLPCN: 102; AHR act: 4; procasp7 counter: 3; MEP2-GFP yeast: 100; CIT2 TOR yeast: 95; RPL19A-GFP yeast: 97; proCasp3 act: -5; LAP4-GFP MLPCN: 101

What do the screens show for `CCOc1cc(CNCCO)cc(Br)c1OCc1cccs1`?
AGP1-GFP MLPCN: 101; AHR act: 1; procasp7 counter: 0; MEP2-GFP yeast: 104; CIT2 TOR yeast: 96; RPL19A-GFP yeast: 100; proCasp3 act: 1; LAP4-GFP MLPCN: 101

What do the screens show for `O=C(CCNC(=O)c1ccccc1Cl)Nc1cc(C(F)(F)F)ccc1N1CCCC1`?
AGP1-GFP MLPCN: 97; AHR act: 3; procasp7 counter: -12; MEP2-GFP yeast: 104; CIT2 TOR yeast: 101; RPL19A-GFP yeast: 99; proCasp3 act: 4; LAP4-GFP MLPCN: 98

Results for CCN1CC2([N+](=O)[O-])CC=C(OC)C([N+](=O)[O-])(C1)C2 (stereo not drawn) ?
AGP1-GFP MLPCN: 104; AHR act: -2; procasp7 counter: 0; MEP2-GFP yeast: 149; CIT2 TOR yeast: 103; RPL19A-GFP yeast: 107; proCasp3 act: 2; LAP4-GFP MLPCN: 117

Results for CC(/C=C/c1ccccc1)=N\NC(=O)c1ccc(Br)cc1 ?
AGP1-GFP MLPCN: 98; AHR act: 6; procasp7 counter: -3; MEP2-GFP yeast: 97; CIT2 TOR yeast: 95; RPL19A-GFP yeast: 93; proCasp3 act: -6; LAP4-GFP MLPCN: 99

Results for Cc1ccc(C(=O)N2CCCC(Nc3ccc(C(C)C)cc3)C2)cn1 (stereo not drawn) ?
AGP1-GFP MLPCN: 89; AHR act: 11; procasp7 counter: 1; MEP2-GFP yeast: 107; CIT2 TOR yeast: 102; RPL19A-GFP yeast: 99; proCasp3 act: -1; LAP4-GFP MLPCN: 106

What do the screens show for `CCOC(=O)c1ccc(NC(=O)CSc2nnc(CC)o2)cc1`?
AGP1-GFP MLPCN: 102; AHR act: 4; procasp7 counter: -7; MEP2-GFP yeast: 96; CIT2 TOR yeast: 99; RPL19A-GFP yeast: 98; proCasp3 act: 1; LAP4-GFP MLPCN: 96

What do the screens show for `CN(C)CCCn1c(NC(=O)C2CCCCC2)nc2ccccc21`?
AGP1-GFP MLPCN: 75; AHR act: 0; procasp7 counter: 12; MEP2-GFP yeast: 94; CIT2 TOR yeast: 66; RPL19A-GFP yeast: 106; proCasp3 act: -3; LAP4-GFP MLPCN: 95

Results for CCCN(Cc1cc(=O)[nH]c2ccccc12)C(=O)CC ?
AGP1-GFP MLPCN: 96; AHR act: 4; procasp7 counter: 7; MEP2-GFP yeast: 109; CIT2 TOR yeast: 86; RPL19A-GFP yeast: 91; proCasp3 act: -2; LAP4-GFP MLPCN: 109

Results for CCN1CCN(C2=C(NS(=O)(=O)c3ccc(NC(C)=O)cc3)C(=O)c3ccccc3C2=O)CC1 ?
AGP1-GFP MLPCN: 108; AHR act: 6; procasp7 counter: -2; MEP2-GFP yeast: 105; CIT2 TOR yeast: 110; RPL19A-GFP yeast: 102; proCasp3 act: 7; LAP4-GFP MLPCN: 101

What do the screens show for `O=c1onc(-c2cccs2)n1Cc1ccccc1`?
AGP1-GFP MLPCN: 85; AHR act: 0; procasp7 counter: -1; MEP2-GFP yeast: 88; CIT2 TOR yeast: 87; RPL19A-GFP yeast: 91; proCasp3 act: 0; LAP4-GFP MLPCN: 85

What do the screens show for `Oc1ccc(Br)cc1CNc1cccc2cccnc12`?
AGP1-GFP MLPCN: 98; AHR act: 33; procasp7 counter: -1; MEP2-GFP yeast: 111; CIT2 TOR yeast: 101; RPL19A-GFP yeast: 101; proCasp3 act: 0; LAP4-GFP MLPCN: 100

Results for Cc1ccc(NC(=O)CSc2nnc(-c3cc(C)[nH]n3)n2N)c(C)c1 ?
AGP1-GFP MLPCN: 95; AHR act: 5; procasp7 counter: 12; MEP2-GFP yeast: 101; CIT2 TOR yeast: 97; RPL19A-GFP yeast: 101; proCasp3 act: 1; LAP4-GFP MLPCN: 98

How did Cc1cc(C)n2ncc(C(=O)O)c2n1 do in these assays?
AGP1-GFP MLPCN: 102; AHR act: -1; procasp7 counter: 9; MEP2-GFP yeast: 95; CIT2 TOR yeast: 97; RPL19A-GFP yeast: 96; proCasp3 act: 2; LAP4-GFP MLPCN: 101

What do the screens show for `CC(=O)c1ccc(NC(=O)CCC(=O)N2CC(C)Oc3ccc(C)cc32)cc1` (stereo not drawn)?
AGP1-GFP MLPCN: 115; AHR act: 3; procasp7 counter: -5; MEP2-GFP yeast: 121; CIT2 TOR yeast: 109; RPL19A-GFP yeast: 113; proCasp3 act: 2; LAP4-GFP MLPCN: 124

Results for COc1ccc(NC(=S)NCCN2CCC(C)CC2)cc1Cl ?
AGP1-GFP MLPCN: 116; AHR act: -3; procasp7 counter: -12; MEP2-GFP yeast: 108; CIT2 TOR yeast: 102; RPL19A-GFP yeast: 116; proCasp3 act: -16; LAP4-GFP MLPCN: 108

How did O=C(C(=O)N1CCN(c2ccccc2F)CC1)c1c[nH]c2ccccc12 do in these assays?
AGP1-GFP MLPCN: 97; AHR act: -1; procasp7 counter: 6; MEP2-GFP yeast: 96; CIT2 TOR yeast: 92; RPL19A-GFP yeast: 98; proCasp3 act: 4; LAP4-GFP MLPCN: 93

Results for O=C1CCCc2cc(S(=O)(=O)N3CCC(C(=O)NCc4ccccc4)CC3)ccc2N1 ?
AGP1-GFP MLPCN: 102; AHR act: 2; procasp7 counter: -3; MEP2-GFP yeast: 98; CIT2 TOR yeast: 130; RPL19A-GFP yeast: 101; proCasp3 act: 7; LAP4-GFP MLPCN: 105
